FXIa mix inh – factor XIa (human) inhibition, mixture screen; 62,000 tested, 0.19% active; purified FXIa, fluorogenic substrate, pooled mixtures; inhibition, % at 5 µM;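 further: each value is inhibition by a whole ten-compound pool holding the compound; 0% = enzyme with no mixture and 100% = wells lacking enzyme; strong numbers were not always called active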
Target sequence (P03951 19-387 limits assumed): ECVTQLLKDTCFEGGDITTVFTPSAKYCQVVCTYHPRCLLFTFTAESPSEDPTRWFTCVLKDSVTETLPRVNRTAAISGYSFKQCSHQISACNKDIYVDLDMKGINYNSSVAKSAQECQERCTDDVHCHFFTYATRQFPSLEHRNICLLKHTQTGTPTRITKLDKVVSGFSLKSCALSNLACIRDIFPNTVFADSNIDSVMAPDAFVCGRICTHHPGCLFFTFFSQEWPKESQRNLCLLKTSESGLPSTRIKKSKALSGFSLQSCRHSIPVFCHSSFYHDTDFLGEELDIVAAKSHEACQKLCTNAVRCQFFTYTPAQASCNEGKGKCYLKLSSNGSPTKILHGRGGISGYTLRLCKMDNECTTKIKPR
Target sequence (P03951 388-625 limits assumed): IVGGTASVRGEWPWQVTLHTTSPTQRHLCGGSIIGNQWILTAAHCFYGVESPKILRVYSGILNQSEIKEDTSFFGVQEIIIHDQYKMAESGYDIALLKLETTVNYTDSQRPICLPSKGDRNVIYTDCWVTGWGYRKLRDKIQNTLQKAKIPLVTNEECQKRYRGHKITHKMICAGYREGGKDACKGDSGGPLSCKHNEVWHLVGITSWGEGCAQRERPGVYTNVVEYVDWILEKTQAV
CatB block – blocks human cathepsin B protease activity; P07858; purified cathepsin B, fluorogenic substrate, fluorescence; inhibition, %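 (tested at 10 µM)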; 63,000 tested, 0.1% active; AID 453; in the data active means inhibition above about 21%;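 further: 0% = enzyme with no compound and 100% = no enzyme blank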
FXIIa mix inh – inhibitors of human coagulation factor XIIa, pooled mixtures | AID 684 | inhibition, % at 5 µM | P00748 | 62,000 tested, 0.2% active | purified FXIIa, fluorogenic substrate;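 further: 0% = enzyme without compound and 100% = no enzyme blank; some results filed as inactive read as strong as hits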
Cathepsin G inh – blocks human cathepsin G enzyme activity; P08311; purified enzyme, AMC-tetrapeptide fluorescence, pooled mixtures; inhibition, % at 5 µM (by protocol); 62,000 tested, 0.2% active; AID 581;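 active means inhibition above 20% in each of the two mixture wells holding the compound; inactive means inhibition of 20% or less in either well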;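 further: 0% = enzyme control without mixture and 100% = blank lacking enzyme; strong numbers were not always called active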
Target sequence (P08311 21-244 limits assumed): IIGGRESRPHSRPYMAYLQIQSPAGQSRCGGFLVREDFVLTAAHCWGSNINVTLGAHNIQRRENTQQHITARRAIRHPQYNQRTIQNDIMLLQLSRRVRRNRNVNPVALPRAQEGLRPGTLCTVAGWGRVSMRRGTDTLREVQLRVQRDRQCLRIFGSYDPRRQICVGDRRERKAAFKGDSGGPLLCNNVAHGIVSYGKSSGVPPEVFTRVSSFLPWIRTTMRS
CatL block – blocks human cathepsin L protease activity; purified cathepsin L, fluorogenic substrate, fluorescence; inhibition, %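 (tested at 10 µM)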; 58,000 tested, 0.17% active; AID 460; in the data active means inhibition above about 45%;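 further: 0% = enzyme with no compound and 100% = no enzyme blank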
Target sequence (P07711 114-288 limits assumed): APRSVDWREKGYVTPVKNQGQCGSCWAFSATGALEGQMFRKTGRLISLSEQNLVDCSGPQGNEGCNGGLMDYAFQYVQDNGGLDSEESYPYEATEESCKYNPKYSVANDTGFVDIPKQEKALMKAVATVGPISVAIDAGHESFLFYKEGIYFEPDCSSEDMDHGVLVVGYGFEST
Target sequence (P07711 292-333 limits assumed): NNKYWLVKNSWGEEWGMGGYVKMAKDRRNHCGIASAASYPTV
C1s inh – human complement C1s inhibition; P09871; purified C1s, fluorogenic AMC substrate, pooled mixtures; mean inhibition % of two 10-compound mixtures (hits give high values), % at 5 µM (by protocol); 62,000 tested, 0.16% active;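 active means inhibition above 20% in each of the two 10-compound mixture wells holding the compound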;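 further: 0% = enzyme wells lacking compound mixture and 100% = no-enzyme blank wells; some compounds called inactive have numbers as strong as hits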
CatB mixtures – human cathepsin B inhibition by mixtures. P07858. Purified cathepsin B, AMC dipeptide fluorescence, compound mixtures. AID 488. 62,000 tested, 0.06% active. inhibition, %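 (ten-compound pools at 5 µM per compound and 50 µM total)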; in the data active means inhibition above about 22%, passing the limit was not always enough; inconclusive means no clear call, values can overlap the other calls;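 further: 0% = enzyme without compound and 100% = no enzyme blank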
AP complement – alternative pathway complement inhibition, orthogonal assay. 62,000 tested, 0.08% active. Human serum alternative complement pathway, LPS-coated ELISA, C3 deposition; tested in compound mixtures. inhibition, % at 5 µM;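 active means inhibition above 30% in each of the two pooled mixtures holding the compound, so the lower value exceeds 30%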;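 further: 0% = serum in Mg-EGTA without compound and 100% = EDTA serum blank; some compounds past the cut are filed as inactive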
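Assay system: Human serum alternative complement pathway, C3 deposition on LPS-coated wells | Incubation: 1 h serum-compound exposure at 37 °C | Doses: 5 µM per compound in ten-compound mixtures | Read-out: Percent inhibition | Technique: ELISA with HRP anti-human C3 antibody, TMB substrate, absorbance 450 nm | Replication: Two pool placements per compound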
CatS block – inhibitors of human cathepsin S | 62,000 tested, 0.06% active | AID 501 | P25774 | recombinant cathepsin S, AMC dipeptide fluorescence, pooled mixtures | inhibition, %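 (tested at 5 µM per compound within 10-compound mixtures)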; in the data active means inhibition above about 32%, passing the limit was not always enough; inconclusive means no clear call, values can overlap the other calls;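 further: 0% = enzyme without compound and 100% = blank without enzyme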
Numbers without * were called inactive; ? = inconclusive; · = not tested or not shown. Unless noted, no stated cut-off is given here; in the data, active means inhibition above about 20% (passing the limit was not always enough); inactive means the rest.

The opening four compounds, to show the layout:
FXIIa mix inh | CatB block | AP complement | CatS block | CatB mixtures | CatL block | FXIa mix inh | C1s inh | Cathepsin G inh | Molecule
8 | 7 | -3 | 24 | 6 | 4 | 2 | -4 | -17 | N#Cc1c(/N=C/c2cccs2)sc2c1CCCCC2
4 | 3 | -9 | 16 | 0 | 3 | -3 | -26 | 15 | Cc1nn(C)c(C)c1NC(=O)CSc1nc(-c2ccccc2F)nc2c1cnn2-c1ccccc1
6 | 7 | 12 | -1 | 6 | 3 | 1 | -2 | 7 | COC(=O)c1ccc(S(=O)(=O)NCCSc2nnc3c4ccccc4n(C)c3n2)cc1
-4 | 1 | 12 | -3 | 3 | 0 | 10 | 8 | 34 | Cn1c(SCC(=O)N2CCOCC2)nnc1-c1ccccc1

The listing, from the first entry:
FXIIa mix inh | CatB block | AP complement | CatS block | CatB mixtures | CatL block | FXIa mix inh | C1s inh | Cathepsin G inh | Molecule
8 | 7 | -3 | 24 | 6 | 4 | 2 | -4 | -17 | N#Cc1c(/N=C/c2cccs2)sc2c1CCCCC2
4 | 3 | -9 | 16 | 0 | 3 | -3 | -26 | 15 | Cc1nn(C)c(C)c1NC(=O)CSc1nc(-c2ccccc2F)nc2c1cnn2-c1ccccc1
6 | 7 | 12 | -1 | 6 | 3 | 1 | -2 | 7 | COC(=O)c1ccc(S(=O)(=O)NCCSc2nnc3c4ccccc4n(C)c3n2)cc1
-4 | 1 | 12 | -3 | 3 | 0 | 10 | 8 | 34 | Cn1c(SCC(=O)N2CCOCC2)nnc1-c1ccccc1
-20 | 1 | 12 | 7 | 5 | 6 | -4 | 5 | 8 | CN1CC(=O)NC1=NC(=O)c1ccc(Cl)c(S(=O)(=O)N2CCCCCC2)c1
-2 | 3 | 7 | 0 | -1 | -2 | 11 | 7 | 10 | Cc1ccc(C)c2[nH]c(=O)c(C(c3nnnn3CCc3ccccc3)N3CCOCC3)cc12 (centres undefined)
9 | 3 | 13 | -12 | -2 | · | -4 | -37 | 3 | COc1cc(S(=O)(=O)N(Cc2ccco2)C2CCCC2)ccc1-n1cnnn1
6 | -1 | 0 | -2 | 0 | 0 | -2 | 4 | 8 | COc1ccc(NC(=O)CN2CCC(C(N)=O)CC2)cc1
10 | 5 | -13 | 12 | 3 | 2 | -1 | 0 | -6 | CC(C)C(c1nnnn1C1CCCC1)N1CCN(C(=O)c2ccco2)CC1 (centres undefined)
11 | 3 | 0 | 2 | 0 | 12 | -6 | -37 | -6 | CCOC(=O)c1oc2ccccc2c1CSc1nnc(-c2ccco2)o1
-17 | 13 | -5 | 5 | -2 | 14 | 9 | 9 | 8 | COc1cc(C(=O)N(Cc2ccccn2)CC2CCCO2)cc(OC)c1OC (centres undefined)
5 | -3 | 12 | -1 | 7 | -4 | 6 | 9 | 2 | Cc1ccc(-c2noc(-c3ccccc3Br)n2)cc1
1 | 2 | 15 | 3 | 2 | 7 | 4 | 1 | 10 | COc1ccc(C)cc1NC(=O)C1CCCN(S(=O)(=O)c2cccc3nonc23)C1 (centres undefined)
-1 | -1 | 1 | -5 | 0 | 7 | 3 | 10 | 3 | O=C(CCCCCN1C(=O)CCC1=O)Nc1ccc(Br)cc1F
6 | 3 | 14 | -1 | 12 | 3 | -20 | 2 | 2 | CCOC(=O)c1sc(=S)n2c1[nH]c(=O)c1ccc(C(=O)OC)cc12
4 | 3 | 5 | ? | -6 | 14 | -6 | -67 | -1 | O=C(Cn1cnc2c(oc3ccccc32)c1=O)NCC1CCCO1 (centres undefined)
7 | 3 | 15 | -3 | 5 | -5 | 7 | 15 | 10 | Cn1c(=O)c2c(nc(NCCCO)n2C/C=C/c2ccccc2)n(C)c1=O
4 | -7 | 5 | 25 | 3 | -22 | 9 | 6 | 2 | CS(=O)(=O)N(CCc1ccccc1)CC(=O)N1CCN(Cc2ccc3c(c2)OCO3)CC1
9 | -3 | 0 | -3 | -1 | -4 | 5 | -24 | -14 | O=S(=O)(Cc1ccccc1)Nn1cnnc1
0 | 3 | 5 | -6 | 2 | -6 | -1 | -9 | 6 | COC(=O)C1(S(=O)(=O)C2(C(=O)OC)CCCC2)CCCC1
-18 | 0 | 2 | -11 | 6 | 23 | 5 | 15 | 10 | CN(c1ccccc1C(=O)Nc1ccccc1C(=O)NCc1ccco1)S(C)(=O)=O
-19 | 0 | 7 | -1 | 1 | 13 | 4 | -64 | 3 | O=C(CN(C1CCCCC1)S(=O)(=O)c1ccc(Cl)cc1)NCCCO
-4 | · | 10 | -5 | 3 | -1 | 2 | -19 | -3 | Nc1cccc(C(=O)Nc2ccccc2Cl)c1
1 | 5 | 3 | 8 | 2 | -33 | -8 | -27 | 2 | CCOC(=O)c1c(C)n(OCc2ccccc2)c2ccc3nonc3c12
13 | 1 | -4 | -3 | -1 | 0 | 4 | -39 | -11 | O=C(NCc1ccccn1)c1ccc(N2CCCC2=O)cc1
2 | 5 | -2 | 2 | 0 | 17 | 3 | 1 | 9 | CCCCN(C(=O)CN1C(=O)C2CC=CCC2C1=O)c1c(N)n(CCC)c(=O)[nH]c1=O (centres undefined)
1 | 5 | -7 | -8 | -9 | 6 | -30 | -149 | -27 | COC(=O)CCN(C)CCC(=O)OC
9 | 3 | 10 | -8 | -4 | · | -12 | -96 | 3 | O=C(CC(Nc1ccccc1)C(=O)O)c1ccccc1 (centres undefined)
-4 | 4 | 3 | -11 | -4 | 9 | -11 | -33 | 1 | COc1ccc(OC)c(NC(=O)CCN2CCN(c3ccccc3)CC2)c1
4 | 1 | 11 | 0 | 2 | -13 | 1 | -2 | -1 | O=C(NCc1cccs1)C1CCCN(S(=O)(=O)c2cccs2)C1 (centres undefined)
-1 | 7 | -15 | 22 | 6 | -1 | 2 | -12 | -5 | CCCn1c(C)cc(C(=O)COc2ncnc3sccc23)c1C
9 | 1 | -19 | -11 | -2 | -1 | -13 | -79 | -21 | Cc1cc2c3c(c1C)C1(C(=O)N3C(C)(C)CC2C)C(C#N)=C(N)Oc2n[nH]c(C)c21 (centres undefined)
-1 | 1 | 10 | 6 | 7 | 5 | 16 | 1 | 1 | CCOC(=O)c1oc2c(CN3CCCCC3C)c(O)ccc2c(=O)c1-c1ccc(OC)c(OC)c1 (centres undefined)
-19 | 8 | 10 | 12 | 4 | 11 | 4 | -6 | 10 | CCOC(=O)c1ccccc1NC(=O)c1cncc(Br)c1
1 | 2 | 3 | 2 | 1 | · | 7 | -6 | 8 | COc1ccc(Cc2nnc(SC)[nH]c2=O)cc1OC
0 | -4 | 13 | 13 | 1 | -64 | 6 | 11 | 16 | COc1cc2c(cc1OC)-c1cc(NC3CCCC3)nc(=O)n1CC2
-7 | 3 | 5 | 7 | 0 | 9 | 6 | 3 | 8 | CC(NS(=O)(=O)c1ccc(Br)cc1)C(c1cccs1)N1CCN(C)CC1 (centres undefined)
-17 | 3 | -9 | -7 | -7 | 10 | 0 | -31 | -11 | CC(C(=O)NCCC1=CCCCC1)N1C(=O)c2ccccc2C1=O (centres undefined)
1 | 3 | 18 | 0 | 4 | 2 | 6 | -5 | 8 | CCOCCCNc1nc2ccccc2[nH]1
-19 | 1 | 9 | 7 | 1 | 2 | 3 | 3 | 1 | O=C(CSc1ccc(Cl)cc1)Nc1ccc(N2CCN(C(=O)c3ccco3)CC2)cc1
1 | 3 | -9 | 10 | -7 | 2 | -4 | 0 | -1 | Cc1cc(NC(=O)CCN2C(=O)c3ccccc3C2=O)no1
7 | 6 | -2 | 13 | -4 | · | 1 | 2 | 10 | C=CCN1CCN(C(c2ccc(OC)c(OC)c2)c2nnnn2C(C)(C)C)CC1 (centres undefined)
0 | 6 | 1 | 2 | 4 | 8 | -4 | 17 | 10 | CCOC(=O)N1CCN(C2CC(=O)N(c3ccc(C)cc3)C2=O)CC1 (centres undefined)
-19 | -1 | -2 | -10 | -6 | · | 0 | -47 | -12 | CCn1c(NC(=O)Nc2ccccc2OC)nc2ccccc21
-1 | 2 | 6 | 4 | 0 | 29 | -1 | 4 | 0 | O=C(O)c1cccc(COc2ccccc2Cl)c1
6 | -3 | -13 | -5 | -7 | 9 | 1 | -46 | -9 | O=c1ccc(Br)c[nH]1
5 | 3 | 19 | -3 | 4 | 11 | -4 | -17 | 4 | O=C(c1sc2ccccc2c1Cl)N(Cc1cccs1)C1CCS(=O)(=O)C1 (centres undefined)
-2 | 3 | 14 | 3 | 4 | -3 | 6 | 16 | 9 | CCOC(=O)c1sc(=S)n(CC)c1N
4 | -2 | -1 | 4 | -4 | 8 | 4 | 8 | 2 | CCOC(=O)C1CCCN(C(=O)C2CCCN(S(C)(=O)=O)C2)C1 (centres undefined)
-1 | 1 | 10 | 7 | 1 | -109 | -2 | -7 | 10 | Cc1ccc(-c2cc(-c3ccc(Cl)cc3)c(C#N)c(N)n2)o1
3 | 2 | 11 | -2 | 5 | 8 | 3 | -11 | 6 | Cc1cc(NS(=O)(=O)c2ccc(NC(=O)C(C)Oc3ccc4c(C)cc(=O)oc4c3)cc2)no1 (centres undefined)
2 | 10 | -11 | 14 | 3 | 10 | 2 | -2 | -6 | Cc1ccc(S(=O)(=O)N2CCCC2C(=O)OCc2ccco2)cc1 (centres undefined)
0 | -3 | 13 | 4 | 1 | -4 | 12 | 1 | 4 | Cn1ccnc1C(O)(c1nnc(-c2ccccc2)o1)C(F)(F)F (centres undefined)
10 | -4 | 9 | 13 | -3 | 4 | 3 | 2 | 5 | Nc1nnnn1/N=C/C=C/c1ccccc1
1 | · | 11 | 1 | 4 | 19 | -1 | 4 | 9 | CSc1nc(C)c2cc(C)oc2n1
4 | 2 | -1 | 6 | 4 | · | 8 | -5 | 11 | CCCCOC(=O)c1cccc(NC(=O)CCC(=O)O)c1
3 | 3 | 23 | -42 | -14 | 5 | -35 | -207 | -22 | Cc1ccc(C(=O)CSc2nnc(-c3ccco3)n2CC2CCCO2)cc1 (centres undefined)
-17 | 8 | 8 | 14 | 6 | 17 | 6 | 11 | 9 | Cc1ccc(-c2nc(C3CCN(S(C)(=O)=O)CC3)no2)cc1
0 | 1 | 13 | -30 | 4 | 4 | -3 | -76 | -1 | Nc1nc(SCC(=O)N2CCCC2)[nH]c(=O)c1-c1ccccc1
3 | 3 | 7 | 16 | 3 | 8 | 2 | 39 | 10 | Oc1cc(Cc2ccccc2)cnc1CN1CCCCC1

Following part
FXIIa mix inh | CatB block | AP complement | CatS block | CatB mixtures | CatL block | FXIa mix inh | C1s inh | Cathepsin G inh | Molecule
6 | 0 | 3 | 17 | 2 | -4 | 6 | 25 | 8 | Cn1c(=O)n(CCC(=O)O)c2ccccc21
8 | 1 | 8 | -3 | 1 | · | 5 | -9 | 1 | CCOc1ccc(N(CC(=O)Nc2ccccc2C)S(=O)(=O)c2c(C)noc2C)cc1
2 | 6 | 13 | -6 | 2 | · | 5 | 1 | 8 | CC(NC(=O)c1ccccc1O)c1ccccc1 (centres undefined)
-2 | 4 | 22 | -1 | 2 | -2 | 4 | -25 | 9 | CCn1c(SCc2nc3ccccc3[nH]2)nnc1-c1ccccc1OC
-1 | 0 | 0 | -1 | -6 | · | -10 | -47 | -3 | O=C(Cn1cnc2c(cnn2-c2ccc(F)cc2)c1=O)NCCc1ccccc1
1 | 2 | 22 | -4 | 1 | -3 | -2 | 0 | 6 | O=C(CSc1nc2ccccc2s1)NC(=O)NCc1ccco1
7 | 2 | 2 | 16 | -1 | 6 | 8 | -9 | -2 | CCOC(=O)CCn1nc(-c2ccccc2)cc1N
3 | 2 | -3 | -10 | -4 | -2 | -7 | -44 | -17 | CC1(C(=O)NC2CCCC2)CCC(=O)N1Cc1cccs1 (centres undefined)

Not all compounds are listed, so the mix of outcomes need not match the whole.
